Pf growth 96h: inhibits malaria parasite growth, 96 h. P. falciparum luciferase reporter growth, 96 h. Potency, µM (highest dose often 28.7 µM), for inactives: at the highest dose activity change, negative = inhibition, actives largely listed as inhibitors. 6.9% of 320,000 active. AID 504834
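Two parasite generations (96 h, 37 C, 5% CO2) of compound exposure in infected erythrocytes (0.05% parasitemia, 2% hematocrit). Luciferase-reporter P. falciparum; decreased luminescence indicates inhibited growth, aimed at apicoplast-acting delayed death.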
Tb PYK inh: inhibitors of Trypanosoma brucei pyruvate kinase; Q57TT1; TbPYK enzyme, Kinase-Glo Plus ATP luminescence, 45 min; Potency, µM (titrated, usually from 76.8 µM), for inactives: top-dose activity, negative = inhibition, hits mostly inhibitors; 0.12% of 410,000 active; AID 624173; note: nearly all actives have a fitted effect of over 50% in size
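Enzyme and substrate buffer are dispensed first and compound is pin-transferred. ADP at 130 uM final then starts the reaction, which runs 45 min at room temperature. Detection reagent is added for 10 min before luminescence is imaged.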
Pf growth 48h: P. falciparum growth inhibition at 48 hours (one generation); AID 504832; Potency, µM (highest dose often 28.7 µM), without a hit: at the top dose activity change, negative = inhibition, hits mostly inhibitors; P. falciparum luciferase growth in erythrocytes, 48 h; 5.9% of 310,000 active
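In quantitative HTS format, infected erythrocytes bearing luciferase-reporter parasites were treated for a single generation at 37 C. Luminescence after adding detection reagent served as the growth measure.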
Sm TGR block: S. mansoni TGR enzyme inhibition; 3% of 360,000 active; purified TGR, DTNB reduction, TNB absorbance 405 nm; Potency, µM (titrated, usually from 114 µM), for the others: at the top dose activity change, negative = inhibition, hits mostly inhibitors; Q962Y6; AID 485364; note: nearly all actives have a fitted effect of over 60% in size
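First, TGR (20 nM dispensed) and NADPH were mixed with compound. Second, a 15 min room-temperature incubation followed. Third, further NADPH and then DTNB were added to start the reaction. Finally, TNB absorbance was monitored kinetically.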
HCV inhibitor: HCV inhibition | Huh7.5.1 HCVcc-Cre infection, luciferase reporter, 44 h | Potency, µM (series often up to 41.8 µM), inactives show at the highest dose activity change, negative = inhibition, hits mostly inhibitors | 3.4% of 340,000 active | AID 651820
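Infectious HCV cell culture screen: compound-treated cells (1,000/well, pre-plated 4 h) are infected with HCVcc-Cre at roughly 0.5 moi and grown 44 h. Infection is quantified by luciferase signal after 15 min substrate incubation at room temperature.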
LmPK inhibitor: blocks Leishmania mexicana pyruvate kinase activity. Q27686. purified LmPK, Kinase-Glo ATP luminescence, 1 h. AID 1721. 0.37% of 290,000 active. Potency, µM (series often up to 57.5 µM), for inactives: at the highest dose activity change, negative = inhibition, most hits filed as inhibitors
Target sequence (Q27686 whole entry, looked up): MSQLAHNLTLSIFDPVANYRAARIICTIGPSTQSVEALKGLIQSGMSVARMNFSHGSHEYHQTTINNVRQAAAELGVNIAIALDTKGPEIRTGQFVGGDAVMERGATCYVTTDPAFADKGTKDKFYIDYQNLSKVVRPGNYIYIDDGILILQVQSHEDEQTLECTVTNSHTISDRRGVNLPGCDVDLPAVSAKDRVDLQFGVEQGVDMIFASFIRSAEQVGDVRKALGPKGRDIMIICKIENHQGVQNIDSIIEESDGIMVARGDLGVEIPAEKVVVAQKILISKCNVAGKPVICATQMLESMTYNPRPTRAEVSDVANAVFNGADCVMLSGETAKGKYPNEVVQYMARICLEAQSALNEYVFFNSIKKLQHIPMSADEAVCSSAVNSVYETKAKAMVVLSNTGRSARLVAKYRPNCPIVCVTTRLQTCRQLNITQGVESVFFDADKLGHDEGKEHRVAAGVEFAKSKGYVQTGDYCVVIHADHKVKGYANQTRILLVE
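Kinase-Glo luminescence read after 1 h RT reaction of 0.1 nM LmPK with 0.5 mM PEP and 0.1 mM ADP. Activity scaled between uninhibited and enzyme-free controls.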
* hit, by the source's call; & = joins results of further samples; [ ] = another dose, or the depositor's remark. Calls come from the whole dose curve; as a rule, active = well fitted curve in the direction sought with a large enough effect; inconclusive = small, poorly fitted or top-dose-only effect, or another doubt; inactive = no such curve, though single readings can be large; an effect the other way counts as inactive or inconclusive. % is set by controls: 0 for no effect and ±100 for the full control effect; potency is the fitted concentration of half-maximal effect.

For Cc1ccc(S(=O)(=O)N2CCN(C(=O)C3CCCO3)CC2)cc1 (configuration not stated) the results were Pf growth 96h -27%, Tb PYK inh 0%, Pf growth 48h 17%, Sm TGR block 0%, HCV inhibitor 5% and LmPK inhibitor -8%.
Screening Cc1ccc(OCc2cn3cccnc3n2)cc1 returned Pf growth 96h 205%[activator], Tb PYK inh -6%, Pf growth 48h 92%[activator], Sm TGR block -2%, HCV inhibitor 7% and LmPK inhibitor -2%.
CN=C(Nc1ccc(C(=O)OC)cc1)SC1CC(=O)N(c2ccccc2F)C1=O (configuration not stated) was read as Pf growth 96h inconclusive, Tb PYK inh -15%, Pf growth 48h inconclusive, Sm TGR block -1%, HCV inhibitor -15% and LmPK inhibitor 1%.
O=C1NC(=S)S/C1=C/c1ccc(Oc2cnccn2)cc1 was read as Pf growth 96h inconclusive, Tb PYK inh 5%, Pf growth 48h -8%, Sm TGR block -4%, HCV inhibitor 23% and LmPK inhibitor 4%.
Cc1cccc2cc(COC(=O)c3cccc([N+](=O)[O-])c3)c(=O)[nH]c12 was read as Pf growth 96h 2%, Tb PYK inh -3%, Pf growth 48h 11%, Sm TGR block -18%, HCV inhibitor 1% and LmPK inhibitor 0%.
`COc1cccc(NC(=O)C(OC(=O)c2ccc([N+](=O)[O-])o2)c2ccccc2)c1` (configuration not stated) gave Pf growth 96h -27%, Tb PYK inh 3%, Pf growth 48h -3%, Sm TGR block -35%, HCV inhibitor 3% and LmPK inhibitor 0%.
For COC(=O)c1cc(N=Nc2c(C)[nH]c3ccccc23)cc(C(=O)OC)c1 the results were Pf growth 96h -7%, Tb PYK inh -1%, Pf growth 48h -6%, Sm TGR block 3%, HCV inhibitor 15% and LmPK inhibitor 0%.
For Cc1ccc(S(=O)(=O)Nc2ccccc2C(=O)N2CCOCC2)cc1 the results were Pf growth 96h 25%, Tb PYK inh 7%, Pf growth 48h 7%, Sm TGR block 13%, HCV inhibitor 12% and LmPK inhibitor -8%.
O=C(CSCc1ccccc1Cl)Nc1ccc(C(=O)O)cc1 was read as Pf growth 96h -1%, Tb PYK inh -7%, Pf growth 48h 6%, Sm TGR block -16%, HCV inhibitor 26% and LmPK inhibitor 9%.
CC(=O)c1cc(F)ccc1OCC(=O)N1CCN(c2ccc(F)cc2)CC1 was read as Pf growth 96h -25%, Tb PYK inh -2%, Pf growth 48h 4.1µM*, Sm TGR block -4%, HCV inhibitor inconclusive and LmPK inhibitor 5%.
`Cc1ccc(NC(=O)CSc2nnc(C3CCCCC3)n2N)cc1F` gave Pf growth 96h -31%, Tb PYK inh 6%, Pf growth 48h -19%, Sm TGR block 0%, HCV inhibitor 1% and LmPK inhibitor 0%.
COC(=O)c1cc(NC(=O)c2nccnc2C(=O)O)cc(C(=O)OC)c1 was read as Pf growth 96h -26%, Tb PYK inh -1%, Sm TGR block 2%, HCV inhibitor 14% and LmPK inhibitor 4%.
Cc1cccc(N(CC(=O)NC2CCCC2)C(=O)CNC(=O)c2ccco2)c1C was read as Pf growth 96h inconclusive, Tb PYK inh -1%, Pf growth 48h 5%, Sm TGR block 3%, HCV inhibitor 4% and LmPK inhibitor 1%.
Screening COc1ccc(/C=c2/sc3n(c2=O)NC2(c4ccccc4)N(C)C(=O)N(C)C2(c2ccccc2)N=3)cc1 (configuration not stated) returned Pf growth 96h -32%, Tb PYK inh -2%, Sm TGR block 8%, HCV inhibitor -7% and LmPK inhibitor 8%.
CC(=O)Nc1cccc(NC(=O)CSc2nccn2Cc2ccc(F)cc2)c1 was read as Pf growth 96h 0%, Tb PYK inh 1%, Pf growth 48h inconclusive, Sm TGR block -6%, HCV inhibitor inconclusive and LmPK inhibitor -5%.
c1ccc(CN2CCN(c3nc(-c4ccccn4)nc4ccccc34)CC2)cc1 was read as Pf growth 96h -99%, Tb PYK inh -5%, Pf growth 48h 1.7µM*, Sm TGR block -15%, HCV inhibitor 9% and LmPK inhibitor -11%.
Screening Cc1ccc(S(=O)(=O)Nc2cccc(-c3cn4ccsc4n3)c2)cc1 returned Pf growth 96h 5%, Tb PYK inh 1%, Pf growth 48h -4%, Sm TGR block 6%, HCV inhibitor inconclusive and LmPK inhibitor -1%.
Cn1nnc2cc(NC(=O)N3CC4(C)CC3CC(C)(C)C4)ccc21 (configuration not stated) was read as Tb PYK inh 3%, Pf growth 48h inconclusive, Sm TGR block 50%[activator], HCV inhibitor -7% and LmPK inhibitor -5%.
For COC(=O)CSc1nc2ccc(NC(=O)CSc3nnnn3Cc3ccccc3)cc2s1 the results were Pf growth 96h inconclusive, Tb PYK inh 2%, Pf growth 48h 0%, Sm TGR block 5%, HCV inhibitor -3% and LmPK inhibitor 3%.
CCCCN(C)C(=O)Cn1ncc2c3ccccc3n(CCC)c2c1=O was read as Pf growth 96h 9%, Tb PYK inh 8%, Pf growth 48h inconclusive, Sm TGR block -1%, HCV inhibitor inconclusive and LmPK inhibitor 4%.

Compounds from the list above that contain two or more sulfur atoms:
O=C1NC(=S)S/C1=C/c1ccc(Oc2cnccn2)cc1 was read as Pf growth 96h inconclusive, Tb PYK inh 5%, Pf growth 48h -8%, Sm TGR block -4%, HCV inhibitor 23% and LmPK inhibitor 4%.
Screening Cc1ccc(S(=O)(=O)Nc2cccc(-c3cn4ccsc4n3)c2)cc1 returned Pf growth 96h 5%, Tb PYK inh 1%, Pf growth 48h -4%, Sm TGR block 6%, HCV inhibitor inconclusive and LmPK inhibitor -1%.
For COC(=O)CSc1nc2ccc(NC(=O)CSc3nnnn3Cc3ccccc3)cc2s1 the results were Pf growth 96h inconclusive, Tb PYK inh 2%, Pf growth 48h 0%, Sm TGR block 5%, HCV inhibitor -3% and LmPK inhibitor 3%.

The list goes on:
`CCOC(=O)[C@H]1[C@H]2COc3ccc(Cl)cc3[C@@H]2N2C(=O)CNC(=O)[C@@]12C` gave Pf growth 96h inconclusive, Tb PYK inh 0%, Pf growth 48h 26%, Sm TGR block inconclusive and HCV inhibitor -19%.
Screening O=C(Nc1ccccc1N1CCCC1)C1CCN(C(=O)c2ccc(F)cc2)CC1 returned Pf growth 96h 2%, Tb PYK inh -3%, Pf growth 48h inconclusive, Sm TGR block -4% and HCV inhibitor 1%.
`Cc1cccc(NC(=O)c2ccc(NC(=O)CC3SC(N4CCCC4)=NC3=O)cc2)n1` (configuration not stated) gave Pf growth 96h inconclusive, Tb PYK inh 4%, Pf growth 48h inconclusive, Sm TGR block -1% and HCV inhibitor -3%.
For CN(CCc1ccccc1)C(=O)c1cc(COc2ccc(F)cc2Cl)on1 the results were Pf growth 96h inconclusive, Tb PYK inh 1%, Pf growth 48h 9%, Sm TGR block -9%, HCV inhibitor 9% and LmPK inhibitor 1%.
For O=S(=O)(c1ccc(F)cc1)n1ccc(-c2cnc(-c3ccccc3)s2)n1 the results were Pf growth 96h 108%[activator], Tb PYK inh 2%, Pf growth 48h -4%, Sm TGR block 15%, HCV inhibitor -26% and LmPK inhibitor -3%.
`COc1cccc(N2CCN(C(=O)c3cc4c(=O)n(Cc5ccccc5)ccc4nc3C)CC2)c1` gave Pf growth 96h -10%, Tb PYK inh 1%&-9%, Pf growth 48h inconclusive, Sm TGR block -15%&-7%, HCV inhibitor -24% and LmPK inhibitor 7%.
For COc1ccccc1NC(C#N)c1ccccc1OCc1ccccc1 (configuration not stated) the results were Pf growth 96h 29%, Tb PYK inh 0%, Pf growth 48h 2%, Sm TGR block -4%, HCV inhibitor 15% and LmPK inhibitor 0%.
Cc1nc(NC2=NCN(Cc3ccco3)CN2)nc2ccccc12 was read as Pf growth 96h 1.9µM*, Pf growth 48h -20%, Sm TGR block 0% and LmPK inhibitor 1%.
`CC(C)c1nc(SCC(=O)c2ccc(F)cc2)c2ccccc2n1` gave Pf growth 96h -34%, Tb PYK inh -7%, Pf growth 48h inconclusive, HCV inhibitor inconclusive and LmPK inhibitor 1%.
Screening CCCC(=O)Nc1c2c(nn1-c1ccc(C)cc1C)CSC2 returned Pf growth 96h 34%[activator], Tb PYK inh -4%, Pf growth 48h -15%, Sm TGR block inconclusive, HCV inhibitor -2% and LmPK inhibitor 9%.
`COc1ccc(CC(=O)NCC2CCCN(Cc3ccc(F)c(OC)c3)C2)cc1` (configuration not stated) gave Pf growth 96h inconclusive, Tb PYK inh -5%, Pf growth 48h -16%, Sm TGR block 6%, HCV inhibitor -5% and LmPK inhibitor -5%.
For O=S(=O)(Nc1ccccc1N1CCOCC1)c1ccc(Cl)s1 the results were Pf growth 96h -20%, Tb PYK inh -7%, Pf growth 48h inconclusive, Sm TGR block 0%, HCV inhibitor 26% and LmPK inhibitor -2%.
For CCOC(=O)c1c(C)[nH]c(C(=O)OCC(=O)NC(C)(C)C)c1C the results were Pf growth 96h 16%, Tb PYK inh -4%, Pf growth 48h 47%, Sm TGR block 1%, HCV inhibitor 14µM* and LmPK inhibitor -2%.
Cc1cnc(C(=O)OCC(=O)N2CCN(S(=O)(=O)c3ccc(Cl)cc3)CC2)cn1 was read as Pf growth 96h 8%, Tb PYK inh -19%, Pf growth 48h 37%[activator], Sm TGR block 4% and HCV inhibitor -2%.
`Cc1cccc(OCC(=O)Nc2nc3ccc([N+](=O)[O-])cc3s2)c1C` gave Pf growth 96h 31%[activator], Tb PYK inh 7%, Pf growth 48h 2%, Sm TGR block 5%, HCV inhibitor 15% and LmPK inhibitor 1%.
For Cc1noc(C)c1C(=O)OCC(=O)Nc1ccc(C(N)=O)cc1 the results were Pf growth 96h 19%, Tb PYK inh 1%, Pf growth 48h 2%, Sm TGR block 2%, HCV inhibitor 12% and LmPK inhibitor 0%.
Screening Cc1nc(Cl)cc(CS(=O)(=O)c2ccc(Cl)cc2)n1 returned Pf growth 96h 18%, Tb PYK inh 0%, Pf growth 48h 0%, Sm TGR block inconclusive, HCV inhibitor 8% and LmPK inhibitor -9%.
Screening O=C(Nc1nc(-c2ccco2)c(-c2ccco2)s1)c1ccco1 returned Pf growth 96h 26%, Tb PYK inh -10%, Pf growth 48h 4%, Sm TGR block 7.9µM* and HCV inhibitor inconclusive.
`COc1cc(OC)c(NC(=O)/C=C/C(=O)O)cc1Cl` gave Pf growth 96h inconclusive, Tb PYK inh -3%, Pf growth 48h inconclusive, Sm TGR block 50µM*, HCV inhibitor 5% and LmPK inhibitor 5%.
O=C(/C=C/c1cccc([N+](=O)[O-])c1)NCCN1C(=O)S/C(=C\c2cccnc2)C1=O was read as Pf growth 96h inconclusive, Tb PYK inh 2%, Pf growth 48h -5%, Sm TGR block -14%, HCV inhibitor inconclusive and LmPK inhibitor 5%.
`CC(C)CSc1nsc(N)n1` gave Tb PYK inh -2%, Pf growth 48h 98%[activator], Sm TGR block 4%, HCV inhibitor 15% and LmPK inhibitor -4%.
`CCCCC(=O)Nc1ccc(C(=O)NCc2ccncc2)cc1` gave Pf growth 96h 48%[activator], Tb PYK inh -7%, Pf growth 48h 16%, Sm TGR block -8%, HCV inhibitor 7% and LmPK inhibitor 0%.

An excerpt from above in order of SMILES length, highest first.
O=C(/C=C/c1cccc([N+](=O)[O-])c1)NCCN1C(=O)S/C(=C\c2cccnc2)C1=O was read as Pf growth 96h inconclusive, Tb PYK inh 2%, Pf growth 48h -5%, Sm TGR block -14%, HCV inhibitor inconclusive and LmPK inhibitor 5%.
Screening O=C(Nc1nc(-c2ccco2)c(-c2ccco2)s1)c1ccco1 returned Pf growth 96h 26%, Tb PYK inh -10%, Pf growth 48h 4%, Sm TGR block 7.9µM* and HCV inhibitor inconclusive.
For O=S(=O)(Nc1ccccc1N1CCOCC1)c1ccc(Cl)s1 the results were Pf growth 96h -20%, Tb PYK inh -7%, Pf growth 48h inconclusive, Sm TGR block 0%, HCV inhibitor 26% and LmPK inhibitor -2%.
